# From PubChem BioAssay
# DAX1 inh-1 – blocks DAX1 repression of SF-1 activated StAR promoter | HEK293T StAR-luciferase reporter, SF-1/DAX-1 repression relief | inhibition, % at 6.8 µM | 1.1% of 370,000 active | AID 652010;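 active = inhibition above the mean over all tested compounds plus 3 SD, cut at about 3.6% in these data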;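 also: 0% = DAX-1 cells with DMSO and 100% = cells lacking DAX-1 with DMSO; higher inhibition means more luminescence from relief of DAX-1 repression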
# ssDAF12 agonist – S. stercoralis DAF-12 activation, primary screen; HEK293 ssDAF-12/GRIP1 lit1-tk-luc reporter, luminescence; % of 3 µM dafachronic acid response; activation, % at 6.8 µM; 1% of 370,000 active; AID 652126;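 active = activation above the mean over all tested compounds plus 3 SD, cut at about 0.9% in these data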;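 also: 0% = DMSO-only wells and 100% = 3 µM delta7-dafachronic acid wells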
# DAX1 inh-2 – inhibits human nuclear receptor DAX1 | HEK293 Gal4-DAX1 luciferase reporter, luminescence | inhibition, % at 6.75 µM | 0.99% of 340,000 active | AID 504766;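 active = inhibition above the mean over all tested compounds plus 3 SD, cut at about 4.2% in these data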;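 also: 0% = DAX1-transfected cells with DMSO and 100% = empty-vector control cells with DMSO; inhibition shows as a rise in luminescence from relieved DAX1 repression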
# SMARCA2 act – increases SMARCA2 function in MMTV reporter cells; MG213 cells, MMTV-luciferase reporter, dexamethasone, overnight; activation, % at 9.1 µM; 1% of 370,000 active; AID 652017; in the data active = activation above about 7.8%;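 also: 0% = vehicle wells and 100% = reference activator wells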
# NPR2 activator – GC-B (human) receptor activation; P20594; HEK293-GC-B cells, CNP EC30, cGMP TR-FRET; 0% at EC30 CNP, 100% saturating CNP; activation, % at 10 µM; 0.11% of 370,000 active; AID 1920062;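 active = activation at 10 µM reaching about 35% in either raw or pattern-adjusted values, limit read from the data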
# hgDAF-12 ag – hgDAF-12 agonism, primary luciferase screen; HEK293 GAL4-hgDAF12 UAS-luciferase reporter, agonist luminescence; normalized to butyrate control; activation, % at 6.8 µM; 1.8% of 370,000 active; AID 687014;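 active = activation above a cutoff set at the mean of all screened compounds plus 3 SD, cut at about 10% in these data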;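 also: 0% = DMSO wells and 100% = sodium butyrate wells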
# hcDAF-12 act – H. contortus DAF-12 activation, primary screen. HEK293 hcDAF-12 lit1-tk-luc reporter, luminescence; 0% DMSO, 100% Δ7-dafachronic acid. activation, % at 6.8 µM. 1.4% of 370,000 active;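 active = activation above the mean of all tested compounds plus 3 SD, cut at about 5.5% in these data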;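 also: 100% = response to 3 µM Δ7-dafachronic acid high control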
# sPLA2-III inh – Inhibits HGIII-sPLA2 liposome hydrolysis, primary screen; QFRET BODIPY PC-A2 liposome hydrolysis, fluorescence; 0.56% of 370,000 active; inhibition, % at 12.2 µM; Q9NZ20;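 active = inhibition above mean plus 3 SD of compounds lying within the high and low control bounds, cut at about 19% in these data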;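 also: 0% = median of test compound wells and 100% = no enzyme DMSO wells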
# NPR1 activator – GC-A (human) enzyme activation; P16066; HEK293 GC-A cells, cGMP TR-FRET, EC30 ANP; 0% at EC30 ANP, 100% saturating ANP; activation, % at 10 µM; 0.14% of 370,000 active; AID 1671463; in the data active = activation above about 40%
# Target sequence (P16066 whole entry, looked up): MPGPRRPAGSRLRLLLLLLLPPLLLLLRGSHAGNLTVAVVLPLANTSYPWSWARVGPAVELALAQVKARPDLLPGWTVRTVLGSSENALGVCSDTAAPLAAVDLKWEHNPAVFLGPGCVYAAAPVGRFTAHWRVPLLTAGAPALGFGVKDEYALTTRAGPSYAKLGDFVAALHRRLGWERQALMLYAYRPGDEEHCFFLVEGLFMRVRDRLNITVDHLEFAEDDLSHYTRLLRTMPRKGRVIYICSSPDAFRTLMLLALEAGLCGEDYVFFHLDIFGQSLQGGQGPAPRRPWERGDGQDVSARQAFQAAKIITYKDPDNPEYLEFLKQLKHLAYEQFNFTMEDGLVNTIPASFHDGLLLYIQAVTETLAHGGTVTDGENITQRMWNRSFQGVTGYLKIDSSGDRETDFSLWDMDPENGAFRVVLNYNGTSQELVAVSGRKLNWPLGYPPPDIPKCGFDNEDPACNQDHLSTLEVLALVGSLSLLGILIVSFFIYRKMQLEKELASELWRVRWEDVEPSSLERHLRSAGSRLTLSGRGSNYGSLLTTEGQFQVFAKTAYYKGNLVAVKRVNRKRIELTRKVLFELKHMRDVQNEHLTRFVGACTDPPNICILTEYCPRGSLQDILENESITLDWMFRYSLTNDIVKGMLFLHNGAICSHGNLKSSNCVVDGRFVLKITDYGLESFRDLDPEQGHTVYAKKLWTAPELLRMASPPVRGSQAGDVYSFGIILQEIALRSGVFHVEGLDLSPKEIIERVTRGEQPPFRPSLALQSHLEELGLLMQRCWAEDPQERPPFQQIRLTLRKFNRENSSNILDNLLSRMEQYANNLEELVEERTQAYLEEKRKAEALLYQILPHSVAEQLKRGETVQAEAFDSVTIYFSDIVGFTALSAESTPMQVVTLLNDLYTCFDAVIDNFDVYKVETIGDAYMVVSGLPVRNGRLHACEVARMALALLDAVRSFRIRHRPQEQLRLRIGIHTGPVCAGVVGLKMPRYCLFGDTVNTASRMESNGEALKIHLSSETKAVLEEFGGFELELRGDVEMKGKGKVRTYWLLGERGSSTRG
# KLK7 zymogen act – activates the human kallikrein-7 zymogen; activation, % at 7 µM; P49862; AID 652039; 0.9% of 370,000 active; purified proKLK7, EDANS-DABCYL substrate fluorescence; 100% is mature enzyme control, 0% vehicle;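 active = activation above the mean of all tested compounds plus 3 SD, computed per campaign excluding outliers beyond control limits, cut at about 13% in these data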
# FXN GAA850 act – increases GAA850 frataxin promoter reporter activity; HEK293 lucGAA850 FXN promoter luciferase reporter, 24 h; percent of 10 µM SAHA response; activation, % at 6 µM; 0.56% of 360,000 active; AID 540364;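 active = activation above the average of all compounds screened plus 3 SD, cutoff fixed separately per campaign, cut at about 7.5% in these data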;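 also: 0% = DMSO wells and 100% = 10 µM SAHA wells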
# * = called active by the depositor; / = not tested or not shown.
# Sample of the layout (2 entries):
SMILES,DAX1 inh-1,ssDAF12 agonist,DAX1 inh-2,SMARCA2 act,NPR2 activator,hgDAF-12 ag,hcDAF-12 act,sPLA2-III inh,NPR1 activator,KLK7 zymogen act,FXN GAA850 act
COc1ccc(OCc2n[nH]c(=S)n2N)cc1,-1.4,-0.9,0.9,-3,-2,-4.2,-0.8,3,1,0.9,1.7
COc1ccc(NC(=O)c2ccc(COCC(F)(F)C(F)F)cc2)cc1,-0.5,-1.6,0.3,1,-1,2.9,-2.9,2,3,0.3,2.5

# All compounds of this part, previewed entries included:
SMILES,DAX1 inh-1,ssDAF12 agonist,DAX1 inh-2,SMARCA2 act,NPR2 activator,hgDAF-12 ag,hcDAF-12 act,sPLA2-III inh,NPR1 activator,KLK7 zymogen act,FXN GAA850 act
COc1ccc(OCc2n[nH]c(=S)n2N)cc1,-1.4,-0.9,0.9,-3,-2,-4.2,-0.8,3,1,0.9,1.7
COc1ccc(NC(=O)c2ccc(COCC(F)(F)C(F)F)cc2)cc1,-0.5,-1.6,0.3,1,-1,2.9,-2.9,2,3,0.3,2.5
CCN(C(=O)CSc1nnc2ccccn12)c1c(N)n(Cc2ccccc2)c(=O)[nH]c1=O,0.1,-1.1,0.5,-1,0,-2.4,1.4,-3,0,0.1,-1.7
Cc1cc(Cl)ccc1OCC(=O)NCC(c1cccs1)N1CCOCC1 (stereo unspecified),-1.3,-1.0,-0.8,-1,-2,0.5,-1.1,9,-11,0.7,-1.4
COc1cc(O)c(C(CC(=O)N2CCCC2)c2ccc3c(c2)OCO3)c(OC)c1 (stereo unspecified),-0.7,-1.6,0.4,0,-11,-2.0,-1.1,0,-8,0.3,0.8
O=C(Nc1nnc(SCc2ccccc2)s1)c1cc2c(s1)CCCC2,0.5,-1.0,1.9,-1,-8,2.9,1.0,9,-4,-0.3,0.3
N[C@H]1C(O)O[C@H](CO)[C@@H](O)[C@@H]1O (stereo partly specified),-0.2,-1.3,0.0,-1,3,0.7,-1.0,-5,1,0.2,1.0
COCc1cc(C)nc(SCc2ccccc2Cl)c1C#N,-0.2,-1.1,-0.5,-1,-2,-4.0,-3.5,3,-3,-0.3,-0.3
CCOC(=O)c1cnn2c(C(F)F)cc(C3CC3)nc12,-0.2,-1.6,-0.6,-1,9,-0.5,-2.8,14,-2,0.7,0.2
NC(=O)C1CCCN(C(=O)CN2C(=O)NC(c3ccccc3)(c3ccccc3)C2=O)C1 (stereo unspecified),3.6,-0.7,-1.1,2,2,0.0,-0.9,9,-2,0.5,-0.2
CCOc1ccccc1OCC(=O)O,0.3,-1.2,-0.2,-1,1,0.1,-0.6,8,1,-0.1,0.5
O=S(=O)(/N=C(/NS(=O)(=O)c1ccccc1)c1ccccc1)c1ccccc1,0.0,-0.5,0.8,-3,0,-4.5,1.3,-7,-1,0.0,2.6
O=C(O)c1ccc(CN2C[C@@H](CO)O[C@@H](n3cnc4c(NCc5ccc(F)cc5)ncnc43)C2)cc1,-0.5,-0.7,/,0,3,1.8,0.9,3,2,0.8,-1.8
O=[N+]([O-])c1ccc(N2CCCCCC2)c(S(=O)(=O)N2CCCCC2)c1,0.2,-1.6,0.2,-3,-9,-2.1,-1.2,0,-3,-0.2,0.9
Cc1c(Br)c([N+](=O)[O-])nn1CCCC(=O)Nc1sc2c(c1C(N)=O)CCC(C)C2 (stereo unspecified),0.3,-1.1,0.3,0,1,3.3,0.0,-6,-1,-1.5,-0.3
CCN(CC)C(=O)N1CCC(NC(=O)c2ccc(C(C)(C)C)cc2)CC1,-0.9,-1.6,-1.8,-1,1,-0.8,-3.0,6,0,-0.4,1.4
CC(NC(=O)c1ccc(Cl)cc1)C(=O)NC1=NCCS1 (stereo unspecified),0.3,-1.5,0.3,-3,-2,1.8,0.2,2,1,0.2,2.2
CCn1c(SCC(=O)Nc2cc(C)on2)nc2sc3c(c2c1=O)CCCC3,-0.3,-1.0,0.3,-3,1,-0.7,-0.7,3,2,-0.1,5.1
CC1CCCN(c2ccc(F)cc2N)C1 (stereo unspecified),-1.0,-0.7,0.0,0,-3,-0.5,-0.7,-1,-1,0.3,0.2
CCOC(=O)c1c(C)oc2c1c(C(c1ccncc1)N1CCOCC1)c(O)c1ccccc12 (stereo unspecified),0.4,0.3,/,7,-3,3.3,0.5,1,18,1.0,/
Cn1cc(Br)c(C(=O)NC2CCCCC2)n1,-0.6,-1.3,-0.3,0,5,-0.5,-0.2,0,1,0.8,1.1
O=[N+]([O-])c1cc(C=NN2CCCCCC2)ccc1Cl,2.6,-0.6,2.0,0,1,3.8,0.9,16,-2,-0.9,3.1
O=C(CCc1ccc(S(=O)(=O)N2CCOCC2)cc1)N/N=C/c1ccc(F)cc1F,-0.9,-1.2,-0.5,6,1,1.9,-1.3,4,-2,0.0,3.8
O=C1CSc2ccccc2N1,-0.5,-0.9,-0.6,-6,4,-0.5,2.2,4,1,0.0,1.8
O=C(COC(=O)c1cc([N+](=O)[O-])ccc1NCCO)Nc1cccnc1Cl,-1.2,-0.8,-0.4,-2,57*,-0.7,-1.0,18,56*,0.4,1.6
Cc1c(C(=O)Nc2ccccc2F)sc2ncn(CC(=O)N3CCCCC3)c(=O)c12,0.9,-0.8,-0.2,2,-1,0.0,0.3,4,6,-0.3,-0.8
COc1ccccc1OCCCC(=O)Nc1nnc(C2CCCO2)s1 (stereo unspecified),6.1*,-0.7,0.6,-2,1,0.3,0.6,-4,4,0.1,2.4
Cc1cccc(C(=O)N2CCNC(=O)C2CC(=O)Nc2cccc(Cl)c2)c1 (stereo unspecified),-0.1,-0.6,0.7,-2,8,-2.0,-3.0,1,1,0.0,6.2
Cc1ccc(-n2[nH]c(C)c(C=Nc3ccc(S(=O)(=O)Nc4nccs4)cc3)c2=O)cc1C,1.4,-0.1,1.7,1,-1,1.7,4.0,-10,-8,-0.5,1.1
CC(C)N(C(=O)CSc1ncnc2sc(-c3ccccc3)cc12)C(C)C,-0.1,-1.2,0.4,0,-11,1.7,-1.5,-4,-3,-0.3,2.8
C[C@H](O)[C@@H]1CN2CCc3ccc(-c4ccc5c(c4)OCO5)cc3[C@@H]2C[C@@H]1N(C)C(=O)c1cccc(Cl)c1,0.2,-0.7,/,-2,-9,3.1,-2.0,-7,0,-0.4,/
COc1ccc(-c2csc(-c3[nH]cnc3N)n2)cc1,0.1,-1.4,-0.4,-4,-3,4.9,-1.6,12,-1,0.2,-0.7
O=C(O)c1cc(-c2ccc(-c3ccc(F)cc3)o2)nc2ccccc12,2.2,0.5,0.5,5,-4,11*,13*,-12,6,33*,3.7
CSc1cccc(NC(=S)NC(=O)CCc2ccccc2)c1,0.6,-0.1,0.9,0,5,2.3,-1.4,6,1,0.3,1.1
COc1cccc(N2CCN(C(=O)c3ccc(CS(=O)Cc4ccccc4Cl)o3)CC2)c1 (stereo unspecified),-0.6,-1.1,0.0,-2,-2,-4.5,-1.9,-7,1,-0.2,0.9
O=C(c1ccc(F)cc1)C1CCN(C(=O)c2ccccc2)CC1,-0.4,-0.2,-1.4,-4,-2,-0.5,-1.4,4,3,-0.3,-0.6
Cc1cc(C(F)(F)F)cc(NNC(=O)NC(=O)c2c(F)cccc2Cl)n1,-0.1,-2.1,0.9,2,-1,-0.4,-1.1,7,1,1.4,0.8
CCNC(=O)C1(C)CCCN(C(=O)CCc2cccs2)C1 (stereo unspecified),-0.3,-0.5,/,-3,-5,1.5,0.1,13,-3,-0.2,2.1
CCCC(c1nnnn1Cc1ccc2c(c1)OCO2)N1CCC(C(N)=O)CC1 (stereo unspecified),0.2,-1.2,-0.3,-4,1,0.1,0.4,1,-3,-0.3,-1.0
CCCCn1c(N)c(N(CC)C(=O)c2ccco2)c(=O)[nH]c1=O,1.6,-1.3,0.2,-1,-2,0.7,-0.2,12,4,-0.8,0.9
COc1ccc2c(c1)CNC2CS(=O)(=O)NCc1ccccc1 (stereo unspecified),-1.4,-0.5,/,-3,-4,1.1,2.7,2,-5,-0.9,/
COc1cccc(N(CC(=O)NC(C)(C)C)C(=O)C2CSC(=O)C2)c1 (stereo unspecified),0.7,-0.8,-0.3,-2,-3,-1.9,-0.8,3,0,0.2,-2.0
Cc1ccc(OCC(=O)NCCC2=CCCCC2)cc1,0.7,0.6,-0.5,-3,5,0.2,-0.8,10,-3,-0.6,2.7
Cc1cccc(Nc2ncnc3c2cnn3C)c1,-0.1,-1.5,-0.5,2,3,0.9,-2.2,11,0,0.9,4.0
Cc1ccc(S(=O)(=O)c2c(C)cc(C)nc2N2CCCC2)cc1,0.1,-1.5,-0.2,0,-12,-0.6,-0.5,-2,-17,0.6,0.5
CC(C)N1CC2=C(C1=O)C(c1ccc(O)cc1)NC(=O)N2C (stereo unspecified),-0.3,-1.4,-0.2,-2,5,-1.3,-2.1,5,3,-0.7,-0.8
CC1(C)CC(=O)/C(=C(/O)Cc2ccccc2)C(=NCCc2ccccc2)C1,0.2,-1.2,0.2,-1,4,-1.8,-1.5,-7,-1,0.5,0.4
Cc1ccccc1NC(=O)C1c2cccc[n+]2CC(=O)N1c1c(C)cccc1C (stereo unspecified),-0.1,-1.6,0.4,2,0,0.0,1.4,-9,-3,0.2,0.1

# Some of the entries so far, with values under each structure.
# The line under a structure holds: DAX1 inh-1	ssDAF12 agonist	DAX1 inh-2	SMARCA2 act	NPR2 activator	hgDAF-12 ag	hcDAF-12 act	sPLA2-III inh	NPR1 activator	KLK7 zymogen act	FXN GAA850 act
> COc1cccc(N(CC(=O)NC(C)(C)C)C(=O)C2CSC(=O)C2)c1 (stereo unspecified)
 : 0.7	-0.8	-0.3	-2	-3	-1.9	-0.8	3	0	0.2	-2.0
> Cc1ccc(OCC(=O)NCCC2=CCCCC2)cc1
 : 0.7	0.6	-0.5	-3	5	0.2	-0.8	10	-3	-0.6	2.7
> Cc1cccc(Nc2ncnc3c2cnn3C)c1
 : -0.1	-1.5	-0.5	2	3	0.9	-2.2	11	0	0.9	4.0
> Cc1ccc(S(=O)(=O)c2c(C)cc(C)nc2N2CCCC2)cc1
 : 0.1	-1.5	-0.2	0	-12	-0.6	-0.5	-2	-17	0.6	0.5

# Next compounds follow.
SMILES,DAX1 inh-1,ssDAF12 agonist,DAX1 inh-2,SMARCA2 act,NPR2 activator,hgDAF-12 ag,hcDAF-12 act,sPLA2-III inh,NPR1 activator,KLK7 zymogen act,FXN GAA850 act
COc1ccc(OCC(=O)N2CCC(Cc3ccccc3)CC2)cc1,-0.4,-0.8,-0.2,0,3,-1.2,1.0,-8,1,0.2,-1.4
COC(=O)CSc1nc(NC(C)(C)C)nc(N(C)C)n1,-0.4,-1.6,0.5,1,-3,1.7,0.4,0,0,-0.4,4.3
CCCCn1c2c(c(=O)n(C)c1=O)C(CC(=O)OCC(=O)Nc1cccc(C(F)(F)F)c1)C(=O)N2 (stereo unspecified),-0.6,-1.2,-0.6,0,2,2.1,0.9,-22,2,0.1,-0.7
COc1c(Br)cc(Br)cc1/C=N/NC(=O)c1cccnc1,-1.0,-1.0,1.1,-2,-8,1.6,0.1,-11,-2,-0.5,-2.2
COc1ccc(C)cc1NC(=O)CN1CCN(c2ccc(F)cc2)CC1,0.8,-0.8,0.1,0,-15,-0.3,-0.6,-3,-3,0.2,-0.4
